From PubChem
TEAD-YAP inh = TEAD-YAP interaction inhibition; HEK-TIYL cells, TEAD-Gal4/YAP UAS-luciferase luminescence; inhibition, % at 9.12 µM; 640,000 tested, 1.4% active; AID 1259422; in the data active means inhibition above about 32%;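 further: 0% = median of test compound wells and 100% = reference inhibitor wells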
MITF primary = blocks human microphthalmia-associated transcription factor; AlphaScreen MITF homodimerization, bead proximity signal; inhibition, % at 2.6 µM; 650,000 tested, 0.91% active; AID 1259374; in the data active means inhibition above about 50%;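 further: 0% = vehicle wells with protein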
FBW7 act = human FBW7 E3 ligase activation, primary screen. AlphaScreen FBW7–phospho-cyclin E peptide binding, activator screen. normalized activity (activation), % at 26.1 µM. 650,000 tested, 0.13% active. AID 1259310; in the data active means normalized activity above about 1.9%;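 further: purified mutant Fbw7 with reduced substrate affinity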
Target sequence (Q969H0 whole entry, looked up): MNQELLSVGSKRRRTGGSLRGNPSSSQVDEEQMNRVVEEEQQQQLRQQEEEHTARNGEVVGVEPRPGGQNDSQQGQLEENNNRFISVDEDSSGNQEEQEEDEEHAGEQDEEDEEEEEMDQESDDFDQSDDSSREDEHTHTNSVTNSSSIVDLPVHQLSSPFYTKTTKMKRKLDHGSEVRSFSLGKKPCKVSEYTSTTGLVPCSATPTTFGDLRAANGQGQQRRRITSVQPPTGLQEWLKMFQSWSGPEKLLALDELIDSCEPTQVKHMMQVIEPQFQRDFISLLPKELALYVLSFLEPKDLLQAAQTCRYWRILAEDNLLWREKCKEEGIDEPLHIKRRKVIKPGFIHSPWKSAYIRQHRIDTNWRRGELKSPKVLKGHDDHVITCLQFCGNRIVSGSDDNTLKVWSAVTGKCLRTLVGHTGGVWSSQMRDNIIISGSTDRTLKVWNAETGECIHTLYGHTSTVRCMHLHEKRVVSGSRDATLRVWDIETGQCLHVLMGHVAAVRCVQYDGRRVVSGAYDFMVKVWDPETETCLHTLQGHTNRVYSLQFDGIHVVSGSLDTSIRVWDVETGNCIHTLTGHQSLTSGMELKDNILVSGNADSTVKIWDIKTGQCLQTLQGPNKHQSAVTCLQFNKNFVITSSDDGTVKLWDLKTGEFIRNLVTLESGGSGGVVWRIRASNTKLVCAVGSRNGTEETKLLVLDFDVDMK
GPR151 activ = activators of human GPR151. activation, % at 11.2 µM. Q8TDV0. 650,000 tested, 1% active. PathHunter beta-arrestin GPR151 cells, luminescence; in the data active means activation above about 4.9%;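 further: 0% = median of compound wells and 100% = cells with positive control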
Target sequence (Q8TDV0 whole entry, looked up): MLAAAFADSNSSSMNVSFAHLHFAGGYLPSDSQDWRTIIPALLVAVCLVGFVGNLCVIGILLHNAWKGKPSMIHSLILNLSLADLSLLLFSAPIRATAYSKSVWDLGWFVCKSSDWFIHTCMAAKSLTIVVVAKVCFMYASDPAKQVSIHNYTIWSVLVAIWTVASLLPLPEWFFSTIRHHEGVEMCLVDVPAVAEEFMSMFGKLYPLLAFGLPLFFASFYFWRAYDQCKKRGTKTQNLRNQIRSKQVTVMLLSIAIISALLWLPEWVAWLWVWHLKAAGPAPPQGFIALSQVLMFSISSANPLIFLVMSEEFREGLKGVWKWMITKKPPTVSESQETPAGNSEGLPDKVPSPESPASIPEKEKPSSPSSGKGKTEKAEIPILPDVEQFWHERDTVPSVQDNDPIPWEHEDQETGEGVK
* hit, by the source's call; i = inactive; . = no result given.

1) Fc1ccccc1NC(=S)N(CCN1CCCCCC1)Cc1ccco1
2) CCOC(=O)c1c(NC(=O)c2cc(C)nn2C)sc2c1CC(C)(C)NC2(C)C
3) CC(C)(C)OC(=O)N1CCC(c2nc(-c3ccncc3)no2)CC1
4) O=C(CCC(=O)N/N=C/c1ccccc1)NCc1ccccc1
5) O=C(NCC(F)(F)F)NNC(=O)c1ccccc1Br
6) COc1ccc(/C=C/C(=O)OCC(=O)Nc2ncc(C(F)(F)F)cc2Cl)cc1OC
7) COc1ccccc1NC(=O)c1cc(S(=O)(=O)N2CCN(c3cc(C)ccc3C)CC2)ccc1F
8) CCOC(=O)c1c(C)oc2nc(Cn3nc(C)c([N+](=O)[O-])c3C)nc(N)c12

compound no. | 1 | 2 | 3 | 4 | 5 | 6 | 7 | 8
TEAD-YAP inh | -4 | 2 | 4 | 1 | -5 | 4 | 2 | 2
MITF primary | 16 | -5 | -13 | -12 | -11 | 13 | 2 | 5
FBW7 act | 0.7 | 0.0 | -0.2 | 0.0 | 0.0 | 0.0 | 0.1 | 0.3
GPR151 activ | 0.1 | 2.1 | 1.6 | 0.6 | 2.4 | 1.5 | 1.8 | -0.9

9) O=C(Nc1nnc(-c2cccnc2)s1)c1ccc(Cl)cc1
10) c1ccc(Nc2ncnc3nc(-c4csc5ccccc45)[nH]c23)cc1
11) COc1ccc(/C=N/NC(=O)CCC2(O)CCCC2)cc1OC
12) O=C(N/C(=C\C=C/c1ccccc1)C(=O)N1CCCCC1)c1ccc(Br)o1
13) O=C(NCc1cccs1)c1ccc(N2CC3CC(C2)c2cccc(=O)n2C3)c(NC(=O)c2cccnc2)c1 (centres undefined)
14) CC1CCC(NC(=O)Cn2ncc3c(=O)oc4ccccc4c32)CC1 (centres undefined)
15) O=C(Nc1ccccc1C(F)(F)F)c1cc(S(=O)(=O)NCC2CCCO2)ccc1F (centres undefined)
16) CC1=C(C(=O)OC(C)C)C(c2cn(-c3ccccc3)nc2-c2ccc(Cl)cc2)NC(=O)N1 (centres undefined)

compound no. | 9 | 10 | 11 | 12 | 13 | 14 | 15 | 16
TEAD-YAP inh | -6 | 3 | 0 | 5 | -5 | 7 | 0 | 4
MITF primary | 5 | 13 | 14 | 4 | 9 | 4 | 16 | -7
FBW7 act | 0.1 | 0.3 | 0.2 | -0.3 | -0.2 | 0.1 | 0.0 | -0.1
GPR151 activ | -1.1 | -1.9 | -0.7 | 0.6 | 0.5 | -0.6 | -0.5 | 1.4

Whole records, quoted from the list.
Results for `O=C(NCc1cccs1)c1ccc(N2CC3CC(C2)c2cccc(=O)n2C3)c(NC(=O)c2cccnc2)c1` (centres undefined) → TEAD-YAP inh = -5; MITF primary = 9; FBW7 act = -0.2; GPR151 activ = 0.5
Results for `CC1CCC(NC(=O)Cn2ncc3c(=O)oc4ccccc4c32)CC1` (centres undefined) → TEAD-YAP inh = 7; MITF primary = 4; FBW7 act = 0.1; GPR151 activ = -0.6

New compounds follow.
17) O=c1c2c([nH]c3ccccc13)CCCCCCCCCC2
18) CC(=O)NC1=NN(C(C)=O)C(C)(CCS(=O)(=O)c2ccc3ccccc3c2)S1 (centres undefined)
19) CCc1sc(C2C(C(=O)OC)=C(C)NC3=C2C(=O)CCC3)cc1Br (centres undefined)
20) Cc1cc(O)c(C(=O)Nc2ccc(Cl)c(Cl)c2)c(=O)n1C
21) CC(=O)C(N=Nc1ccccc1)C(=O)Nc1ccccc1 (centres undefined)
22) CCOC(=O)c1sc(N2C(=O)C(=O)/C(=C(/O)c3ccc(OCC)cc3C)C2c2ccc(Cl)cc2)nc1C (centres undefined)
23) CC(C)[C@H](NC(=O)c1ccco1)C(=O)OCc1cc(=O)oc2ccc3ccccc3c12
24) COc1ccc(CCNC(=O)c2ccc(Cn3c(C)nc4ccccc43)o2)cc1OC

compound no. | 17 | 18 | 19 | 20 | 21 | 22 | 23 | 24
TEAD-YAP inh | 12 | -13 | 12 | 3 | 11 | -7 | -3 | -6
MITF primary | 6 | -7 | i | 5 | 6 | 11 | -7 | 10
FBW7 act | 0.4 | 0.0 | -0.1 | 0.1 | -0.2 | -0.1 | 0.0 | 0.8
GPR151 activ | -0.3 | 2.5 | -0.1 | 1.6 | 0.4 | 0.5 | 2.9 | -0.2

25) O=C(CCCCCn1c(=S)[nH]c2ccccc2c1=O)NCCN1CCOCC1
26) Cc1ccnc(Nc2ccc(N3CCN(C(=O)Nc4cccc(Cl)c4C)CC3)nn2)c1
27) CC1=NNC(=O)C1CCC(=O)N/N=C/c1cccs1 (centres undefined)
28) COc1cc([N+](=O)[O-])ccc1NC(=O)CCCOc1ccccc1
29) COc1ccccc1C(=O)Nc1ccc(Cl)c(-c2nc3ccccc3o2)c1
30) O=C1Nc2ccccc2S(=O)(=O)N1c1ccc(Cl)c(Cl)c1
31) NC(=O)c1ccc(NC(=O)COC(=O)c2ccc(C=O)cc2)cc1
32) Cn1nccc1Nc1cc(C(=O)NC2CCN(Cc3ccccc3)CC2)c2ccccc2n1

compound no. | 25 | 26 | 27 | 28 | 29 | 30 | 31 | 32
TEAD-YAP inh | 2 | 12 | -2 | -2 | -23 | 8 | 15 | -7
MITF primary | 10 | 3 | -3 | -3 | 0 | 11 | 0 | -5
FBW7 act | 0.0 | -1.3 | -0.1 | 0.0 | 0.2 | 0.7 | -0.1 | 0.2
GPR151 activ | -1.0 | 3.4 | 1.1 | 2.6 | -1.7 | -1.2 | -1.5 | 1.1

33) O=C(NCc1ccccc1)c1cc(S(=O)(=O)N2CCCCC2)c[nH]1
34) O=C(CCc1nnc(CCCCc2ccccc2)o1)NCCCN1CCCC1=O
35) CC1=C(C(=O)OCc2ccccc2)C(c2ccccc2OC(C)C)C2=C(CC(C)(C)CC2=O)N1 (centres undefined)
36) CCOc1ccc(C(=O)Nc2ccc3oc(-c4ccncc4)nc3c2)cc1Cl
37) C=C(C)CN1C(=O)NC(CC)(C2CCN(C(=O)C3=CCCC3)CC2)C1=O (centres undefined)
38) Cc1ccccc1C(=O)NC(=S)NC1CCCC1
39) O=C(CCN1CCCC1)Nc1ccc(OCc2ccccc2)cc1
40) CC(C)Oc1ccc(C(=O)OC/C(O)=C(\C#N)c2nc3ccccc3[nH]2)cc1

compound no. | 33 | 34 | 35 | 36 | 37 | 38 | 39 | 40
TEAD-YAP inh | -6 | -4 | 0 | 1 | -3 | 4 | -14 | 3
MITF primary | 7 | -19 | -1 | -6 | -12 | -3 | 10 | -9
FBW7 act | 0.0 | -0.1 | 0.6 | 0.1 | -0.1 | -0.1 | -0.1 | -0.5
GPR151 activ | 1.3 | -0.9 | -0.3 | -0.1 | 0.0 | 2.0 | -1.2 | -1.0

41) COc1ccc(-c2cc(-c3ccccc3)c(C#N)c(SCC(O)CS(=O)c3ccc(C(C)(C)C)cc3)n2)cc1 (centres undefined)
42) CC(=O)N/C(=C/c1ccccc1Br)C(=O)NC1CCCCCC1
43) COc1cc(Nc2ncc(C)c(NCc3cccnc3)n2)cc(OC)c1OC
44) CCc1ccccc1NC(=O)CC(C)S(=O)(=O)c1ccc2c(c1)OCC(=O)N2 (centres undefined)
45) CNS(=O)(=O)c1cc(-c2nnc(Nc3ccc(S(N)(=O)=O)cc3)c3ccccc23)ccc1C
46) CCOC(=O)c1c(C(F)(F)F)nc2ccccn12
47) Cc1cccc(-c2nnc(SCC(=O)N3CCOCC3)o2)c1
48) Cc1ccc(OCCN2CCCCC2)c([N+](=O)[O-])c1

compound no. | 41 | 42 | 43 | 44 | 45 | 46 | 47 | 48
TEAD-YAP inh | -4 | -9 | -13 | 5 | -32 | 4 | -32 | -7
MITF primary | 3 | 2 | 20 | 6 | 4 | -5 | 5 | 64*
FBW7 act | 0.2 | -0.1 | 0.2 | 0.3 | 0.3 | 0.0 | -0.4 | -0.1
GPR151 activ | -0.1 | 0.3 | 1.9 | 0.9 | 1.4 | 1.1 | -0.4 | 1.5

49) C=CCn1c(SC)nc2sc3c(c2c1=O)CCC(C(C)(C)C)C3 (centres undefined)
50) COC(CNC(=O)CSCc1nc(-c2cccc(Cl)c2)oc1C)OC
51) CC(C)(C)C(=O)Oc1coc(CSc2nnc(NC(=O)C3CC3)s2)cc1=O
52) Cc1ccc2c(c1)-c1c(cnn1CC(=O)N1CCN(c3ccccc3)CC1)CO2
53) CCOC(=O)C1=C(C)NC(C)=C(C(=O)OCC)C1c1ccc(OCC(=O)OC)c(OC)c1
54) COc1ccc(Nc2cc(N3CCOCC3)c3noc4c3c2C(=O)c2ccccc2-4)cc1
55) Cc1c(C(=O)O)oc2ccc(S(=O)(=O)N3CCC(C)CC3)cc12
56) CC1CN(Cc2ccc(Br)cc2)CC(C)O1 (centres undefined)

compound no. | 49 | 50 | 51 | 52 | 53 | 54 | 55 | 56
TEAD-YAP inh | 6 | -4 | -1 | 14 | -1 | -8 | 2 | 0
MITF primary | 12 | -7 | 5 | 6 | -1 | 2 | -1 | 36
FBW7 act | -0.1 | 0.0 | -0.2 | 0.6 | 1.2 | -0.8 | -0.1 | -0.3
GPR151 activ | -0.6 | 0.4 | -0.1 | -1.5 | -0.6 | 2.5 | 0.9 | 0.4

57) CC(=O)c1cc(-c2ccc(F)cc2)n(CC(=O)N2CCN(Cc3ccccc3)CC2)c1C
58) C#CC(C)(CC)NC(=O)c1cccs1 (centres undefined)
59) Cc1ccc(C)c(N2CCN(C(=O)c3ccc(Cn4c(=S)[nH]c5cc6c(cc5c4=O)OCO6)cc3)CC2)c1
60) CCOC(=O)Cn1c(=O)c(-c2cc(Br)ccc2N)nc2ccccc21
61) CCn1c(SCC(=O)Nc2ccc(C)cc2C)nnc1C1CC1
62) O=C(O)CCN1C(=O)c2ccc(Oc3ccc([N+](=O)[O-])cc3)cc2C1=O
63) CCN1CCCC1CNC(=O)C(=O)NC(C)C (centres undefined)
64) CC(Oc1ccc(Br)cc1)C(=O)NCc1ccncc1 (centres undefined)

compound no. | 57 | 58 | 59 | 60 | 61 | 62 | 63 | 64
TEAD-YAP inh | 21 | -2 | 3 | 6 | 10 | 8 | -10 | 3
MITF primary | 13 | 4 | 22 | 13 | 4 | 9 | -2 | 19
FBW7 act | -0.2 | 0.0 | 0.1 | 0.2 | -0.1 | -0.1 | -0.1 | -0.1
GPR151 activ | -0.4 | -0.7 | -0.3 | 0.5 | 0.1 | 1.4 | 0.5 | 1.4

65) CCN(CC(=O)NC(C)C)C(=O)c1ccc(C)o1
66) Fc1ccc(-c2csc(N3CCC(Cc4ccccc4)CC3)n2)cc1
67) CCCc1ccc(Oc2c(-c3ccc(OCC)c(C)c3O)n[nH]c2C)cc1
68) CC(C)Sc1nnc(NC(=O)c2ccccc2C(F)(F)F)s1
69) COCCn1c(=NC(=O)c2cc3ccccc3oc2=O)sc2cc(OC)ccc21
70) COc1ccc(/C=C2\C=C(c3ccccc3)N(c3cc(C)ccc3C)C2=O)cc1Br
71) C#C[C@]1(OC(C)=O)CC[C@H]2[C@@H]3CCC4=CC(=O)CC[C@@H]4[C@H]3CCC21C (some centres undefined)
72) CCOC(=O)c1c(NC(=O)c2cc3nc(-c4ccc(OC)cc4)cc(C(F)(F)F)n3n2)sc2c1CCCCC2

compound no. | 65 | 66 | 67 | 68 | 69 | 70 | 71 | 72
TEAD-YAP inh | 6 | 6 | 0 | -4 | 1 | 6 | . | 5
MITF primary | 6 | 11 | 9 | -8 | 6 | -7 | -1 | 6
FBW7 act | 0.0 | -0.2 | 0.1 | 0.0 | 0.0 | 0.1 | 0.2 | 0.0
GPR151 activ | -0.5 | -0.3 | -0.9 | -0.5 | 0.8 | -0.1 | 9.3* | -0.1

Limited to FBW7 act, for some of the entries so far:
entry | mol | FBW7 act
12 | O=C(N/C(=C\C=C/c1ccccc1)C(=O)N1CCCCC1)c1ccc(Br)o1 | -0.3
13 | O=C(NCc1cccs1)c1ccc(N2CC3CC(C2)c2cccc(=O)n2C3)c(NC(=O)c2cccnc2)c1 (centres undefined) | -0.2
14 | CC1CCC(NC(=O)Cn2ncc3c(=O)oc4ccccc4c32)CC1 (centres undefined) | 0.1
15 | O=C(Nc1ccccc1C(F)(F)F)c1cc(S(=O)(=O)NCC2CCCO2)ccc1F (centres undefined) | 0.0

The list goes on:
73) CC1=N/C(=C/c2cc(Br)cc(Br)c2O)C(=O)O1
74) CCc1ccc(NC(=O)CSCC(=O)Nc2ccccc2)cc1
75) O=c1oc2cc(OCCN3CCOCC3)ccc2cc1-c1ccccc1
76) O=C(O)c1nccnc1-c1ccc(Cn2ccc3ccccc32)cc1
77) O=C(O)CCCCCN1C(=O)C(=O)/C(=C(\O)c2ccc([N+](=O)[O-])cc2)C1c1ccccc1 (centres undefined)
78) Cc1ccc(S(=O)(=O)NC(=O)OC2CCOc3ccccc32)cc1 (centres undefined)
79) COc1ccc(/C=C2/NC(=O)N(c3cccc(Cl)c3)C2=O)cc1O
80) O=C(CSc1nc2ccccc2n1S(=O)(=O)c1ccccc1)NCCc1ccccc1

compound no. | 73 | 74 | 75 | 76 | 77 | 78 | 79 | 80
TEAD-YAP inh | -9 | 10 | -18 | -1 | 12 | -5 | -9 | -9
MITF primary | 8 | -1 | 1 | 21 | 2 | 18 | 6 | -8
FBW7 act | 0.8 | 0.0 | -0.2 | 0.3 | -0.1 | 0.1 | 0.2 | -0.2
GPR151 activ | -1.2 | 0.6 | -1.6 | 0.1 | -0.5 | 0.3 | -0.2 | 1.1

81) CCn1c(C)nc2cc(C(=O)NNC(=O)c3ccc(-c4ccccc4)cc3)ccc21
82) N=C1Cc2ccccc2N1CC(=O)c1ccc(Br)cc1
83) COc1ccc(CCc2nnc(CCC(=O)N3C[C@@H](C)O[C@@H](C)C3)o2)cc1
84) CC(C)N(C(=O)c1ccc2ccccc2c1)C(C)C

compound no. | 81 | 82 | 83 | 84
TEAD-YAP inh | 5 | 19 | -29 | -1
MITF primary | -2 | -5 | 0 | 12
FBW7 act | -0.2 | -0.1 | 0.3 | 0.2
GPR151 activ | -0.2 | 2.3 | -0.3 | 0.4
